Screening results: PubChem BioAssay, Icahn School of Medicine at Mount Sinai
ROC1-CUL1 inh = inhibitors of human ROC1-CUL1 ubiquitin ligase activity; E3 ubiquitin-protein ligase RBX1 (Homo sapiens) + Cullin-1 (Homo sapiens), P62877+Q13616; in vitro K48 di-Ub FRET, acceptor:donor ratio, 45 min; inhibition, % at 10 µM; 140,000 compounds, 0.6% hits; in the data active = inhibition above about 25%
Target sequence (P62877 whole entry, looked up): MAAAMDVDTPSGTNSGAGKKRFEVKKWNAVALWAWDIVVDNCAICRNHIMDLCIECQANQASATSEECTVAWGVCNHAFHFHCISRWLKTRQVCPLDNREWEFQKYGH
Target sequence (Q13616 whole entry, looked up): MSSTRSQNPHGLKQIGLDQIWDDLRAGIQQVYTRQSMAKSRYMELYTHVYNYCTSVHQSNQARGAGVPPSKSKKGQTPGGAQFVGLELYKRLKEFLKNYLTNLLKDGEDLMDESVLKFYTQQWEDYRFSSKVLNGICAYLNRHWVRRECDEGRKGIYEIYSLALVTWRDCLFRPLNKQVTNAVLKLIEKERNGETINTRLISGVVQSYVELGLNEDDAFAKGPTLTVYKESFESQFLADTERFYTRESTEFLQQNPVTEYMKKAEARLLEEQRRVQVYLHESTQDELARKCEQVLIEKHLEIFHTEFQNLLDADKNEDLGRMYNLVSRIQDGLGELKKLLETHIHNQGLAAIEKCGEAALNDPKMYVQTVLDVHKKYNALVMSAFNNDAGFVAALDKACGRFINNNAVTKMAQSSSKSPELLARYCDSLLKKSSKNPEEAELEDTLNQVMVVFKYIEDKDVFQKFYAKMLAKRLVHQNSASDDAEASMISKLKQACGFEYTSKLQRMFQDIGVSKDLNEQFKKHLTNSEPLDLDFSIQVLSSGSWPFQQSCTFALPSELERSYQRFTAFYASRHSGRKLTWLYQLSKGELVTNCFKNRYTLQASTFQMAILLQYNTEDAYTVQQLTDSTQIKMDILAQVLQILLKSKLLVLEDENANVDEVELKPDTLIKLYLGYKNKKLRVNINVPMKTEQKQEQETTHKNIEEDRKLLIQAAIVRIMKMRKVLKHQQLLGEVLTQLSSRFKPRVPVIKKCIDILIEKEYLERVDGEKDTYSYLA
Numbers without * were called inactive.

The opening 5 entries as a preview:
SMILES	ROC1-CUL1 inh
COc1ccc(S(=O)(=O)Nc2ccc(S(=O)(=O)Nc3cccc(C(F)(F)F)c3)cc2)cc1C	9.4
CCOC(=O)C1N=C(c2ccccc2)C(C2C(=O)c3ccccc3C2=O)=NC1=NC(C)=O (stereo unspecified)	-9.4
CCCC(=O)Nc1sc2c(c1C(=O)OC)CCC2	11.1
OCCC1CN(Cc2cccn2-c2ncccn2)CCN1Cc1ccsc1 (stereo unspecified)	2.6
CC(Oc1ccccc1)C(=O)NC1CCCC1 (stereo unspecified)	4.2

All compounds of this part, previewed entries included:
SMILES	ROC1-CUL1 inh
COc1ccc(S(=O)(=O)Nc2ccc(S(=O)(=O)Nc3cccc(C(F)(F)F)c3)cc2)cc1C	9.4
CCOC(=O)C1N=C(c2ccccc2)C(C2C(=O)c3ccccc3C2=O)=NC1=NC(C)=O (stereo unspecified)	-9.4
CCCC(=O)Nc1sc2c(c1C(=O)OC)CCC2	11.1
OCCC1CN(Cc2cccn2-c2ncccn2)CCN1Cc1ccsc1 (stereo unspecified)	2.6
CC(Oc1ccccc1)C(=O)NC1CCCC1 (stereo unspecified)	4.2
CCOC(=O)c1oc2c(c1C)-c1nn(Cc3ccc(Cl)cc3)cc1CC2	-3.4
O=[N+]([O-])CC(c1ccc2c(c1)OCO2)c1c[nH]c2ccccc12 (stereo unspecified)	-8.0
CC(C)C(NS(=O)(=O)c1cccc2cccnc12)C(=O)Nc1ccc(OC(F)(F)F)cc1 (stereo unspecified)	7.6
COC(=O)C1C2CCC(C2)C1C(=O)OCC(=O)c1ccc(Cl)cc1 (stereo unspecified)	-4.8
CN1C(=S)N(c2ccccc2)C(=O)C1N=Nc1cccc(C(=O)O)c1 (stereo unspecified)	15.5
CC(=O)Nc1ccc(S(=O)(=O)Nc2cccc(-c3cn4ccsc4n3)c2)cc1	-3.3
C/C=C/COC(=O)C1C(C)=NC(=O)NC1c1cccc2ccccc12 (stereo unspecified)	2.6
O=C1SC(Br)C(=O)N1c1ccccc1 (stereo unspecified)	10.9
Cc1cc(F)ccc1NC(=O)c1c(-c2ccccc2)noc1C	7.3
CC1(C)CC(=O)C2=C(C1)CC1(C)CC(C)(C)CC2(C#N)C1 (stereo unspecified)	9.9
C=CCNCc1ccccc1Oc1nc(OC)cc(OC)n1	-0.8
Cc1ccc(-c2nnn3c2nc(NCC(C)c2ccccc2)c2ccccc23)cc1 (stereo unspecified)	-1.8
COc1ccc(OCc2nnc(SCC(=O)Nc3cccc(Cl)c3)n2C)cc1	7.2
CC12CCC(C(=O)NCc3ccc4c(c3)OCO4)(C(=O)C1=O)C2(C)C (stereo unspecified)	5.9
COc1cccc(/C=N/NC(=O)CSc2nc3ccccc3o2)c1OCc1cccc(Cl)c1	3.8
O=C(N/N=C/c1cccc(Cl)c1Cl)c1cccc(Cl)c1	-4.7
CC1CN(c2nc(-c3ccc(Cl)cc3)nnc2-c2ccccc2)CC(C)N1 (stereo unspecified)	-6.3
O=C(O)c1ccc(N2C(=O)c3[nH]nc(-c4ccccc4)c3C2c2cccc(F)c2)cc1 (stereo unspecified)	-11.2
CCOc1c(/C=C(\C#N)C(N)=O)c2ccccc2n1CC	3.3
COC(=O)c1cc(NC(=O)C(OC(C)=O)c2ccccc2)cc(C(=O)OC)c1 (stereo unspecified)	0.6
COc1ccccc1NC(=O)C1C(C)=Nc2nnnn2C1c1ccncc1 (stereo unspecified)	8.5
COc1ccc(NC(=O)Nc2nnc(N(CC(C)C)CC(C)C)s2)c(OC)c1	-1.0
Cc1ccc(C(=O)Nc2nnc(S(=O)(=O)N(C)Cc3ccc(F)cc3)s2)cc1	3.8
Fc1ccccc1-c1noc2c1CN(C1CCC1)CC2	6.5
Nc1nnnn1CC(=O)N1CCCCC1	2.3
O=C(NC1CCCCC1)c1ccc2c(c1)sc1nc(-c3ccccc3)cn12	1.6
CN1CCN(CCCC(=O)c2ccc(C3CCCC3)cc2)CC1	-13.2
CC(C)CC(=O)N1CC(C)N(C(=O)CC(C)C)CC1C (stereo unspecified)	5.9
CCN1CCN(C(c2ccccn2)c2c(NC(=O)c3ccccc3)sc(C)c2C)CC1 (stereo unspecified)	-8.8
CCCCNc1cc(N2CCN(C3CCCCC3)CC2)c2noc3c2c1C(=O)c1ccccc1-3	-1.3
CCc1ccc(NC(=O)CSc2nc3nc(C)cc(C)n3n2)cc1	5.2
CN1C(=O)Cc2cc(S(=O)(=O)CCC(=O)N3CCN(c4cccc(Cl)c4)CC3)ccc21	5.2
Cc1cc(Br)ccc1OCc1nnc(-c2ccccc2)o1	3.0
COc1ccc(/C=C/C(=O)c2c(OC)ccc3c(-c4ccccc4)cc(=O)oc23)cc1OC	14.3
Cc1cc(C)c(-c2csc(-c3cc4ccccc4oc3=O)n2)cc1C	-4.0
Cc1cccc(N2CCN(CCOc3ccc4c(C)cc(=O)oc4c3)CC2)c1	-7.2
COc1ccc(-c2cc(C(F)(F)F)c(C#N)c(SCC(N)=O)n2)cc1OC	-10.6
Cc1noc(/C=C/N(C)C)c1S(=O)(=O)N1CCCC(C(=O)Nc2cccc(F)c2)C1 (stereo unspecified)	8.2
O=C(CN1CCN(c2ccccc2)CC1)N1CCc2ccccc21	5.1
O=C(CS(=O)(=O)Cc1ccccc1)Nc1nccs1	3.4
Cc1ccc(N=C2c3ccccc3C(=O)C2c2ccc(C(F)(F)F)cc2)cc1F (stereo unspecified)	5.0
O=C1NCCN1CCNC1CCN(c2ccc(C(=O)N3CCc4ccccc4C3)cc2)CC1	4.5
CC(C)NS(=O)(=O)c1cc(C(=O)N2CCCCC2)c(Cl)cc1Cl	18.8
C=CCn1c(C(NC(=O)c2ccc(Cl)cc2Cl)C(C)C)n[nH]c1=S (stereo unspecified)	2.1
CCCCC(CC)C(=O)Nc1nccs1 (stereo unspecified)	9.1

Fetched one by one from the list above, 3 records:
SMILES	ROC1-CUL1 inh
O=C(CS(=O)(=O)Cc1ccccc1)Nc1nccs1	3.4
CCCCC(CC)C(=O)Nc1nccs1 (stereo unspecified)	9.1
C=CCn1c(C(NC(=O)c2ccc(Cl)cc2Cl)C(C)C)n[nH]c1=S (stereo unspecified)	2.1

Next results follow.
SMILES	ROC1-CUL1 inh
COc1ccc(/C=C/CN2CCC3(CC2)c2ccccc2[C@@H](NC(=O)c2ccco2)[C@@H]3OC)cc1	8.9
CCc1noc(C)c1C(=O)Nc1cccc(Cl)c1C	4.1
N#Cc1c(-c2ccccc2)cc(-c2ccccc2)n(S(=O)(=O)c2ccccc2)c1=O	-9.4
COc1ccc(S(=O)(=O)NCc2ccc3c(c2)CCN3C(C)=O)cc1OC	-3.4
COc1ccccc1C(=O)Nc1ccccc1OCc1cc(=O)n2cc(C)sc2n1	-7.3
O=C(c1ccc[n+]([O-])c1)N1CCCC(CO)(Cc2cccc(Cl)c2)C1 (stereo unspecified)	-2.7
O=C(OCC(=O)c1cccs1)c1cccc(C(=O)OCC(=O)c2cccs2)n1	8.9
COC(=O)c1ccc(NC(=O)CN(CCc2ccccc2)S(=O)(=O)c2ccccc2)cc1	3.8
COc1ccc(OCC(=O)NC2CCCCCCCCCCC2)cc1	-2.3
CCOC(=O)C1=C(C)N=c2s/c(=C/c3cc(Br)c(O)c(Br)c3)c(=O)n2C1c1ccc(Cl)cc1 (stereo unspecified)	82.6*
FC(F)(F)c1cccc(Nc2nc3cccnc3s2)c1	-5.2
COc1cccc(OCCSc2nc3ccccc3n2CC(=O)N2CCOCC2)c1	5.5
CCOc1ccc(NC(=O)C(C)Sc2nnc3cc(C)c4ccccc4n23)cc1 (stereo unspecified)	2.0
N#CC1C(=N)OC2=C(C(=O)CCC2)C1c1cn(Cc2ccc(Br)cc2)nc1-c1ccccc1 (stereo unspecified)	1.5
COc1cccc(N2CC(NC(=O)/C=C\c3ccccc3)CC2=O)c1 (stereo unspecified)	-1.6
Cc1ccc(Cl)cc1NC(=O)CN1CCN(c2ccc(F)cc2)CC1	4.3
CCOc1ccc(/C=N/NC(=O)c2cc3c(ccc4ccccc43)o2)c(OCC)c1	3.7
O=C(N/N=C/c1ccccc1OCc1ccc([N+](=O)[O-])cc1)c1cc2c(ccc3ccccc32)o1	4.0
Nc1scc[n+]1CC(=O)c1ccccc1	-2.7
O=C(Cc1ccc(Cl)cc1)N1CCc2ccccc21	-11.1
CCn1c(SC)nc2sc3c(c2c1=O)CC(C)(C)OC3	0.0
Cc1cc(OC(=O)c2ccc(Cl)cc2)cc(=O)n1C	-2.3
COc1cc(CN2CCc3c(C(=O)NC(C)c4ccco4)c(OC)cc(=O)n3CC2)cc2c1OCO2 (stereo unspecified)	-5.7
CCC(=O)NC(=S)N1CCc2ccccc21	8.1
O=C(Cc1ccccc1)Nc1ccc(Br)cc1F	-6.7
O=C(O)Cc1nc2ccccc2s1	0.6
O=C(c1ccc(Cl)s1)N1CCN(Cc2cccc(F)c2)CC1	9.3
Cc1cc(C)n(C(=C(/C(Cl)=C(/Cl)Br)[N+](=O)[O-])n2nc(C)cc2C)n1	-5.0
COc1ccccc1CNC(=O)C1CCN(Cc2nc(-c3ccc(OC)c(OC)c3)oc2C)CC1	-1.2
O=C(Cn1ccc2cc(S(=O)(=O)N3CCCC3)ccc21)NCc1ccccc1Cl	-1.9
CC/C(=N\NC(=O)c1cc(-c2ccc(C)s2)nc2ccccc12)c1ccc(C)s1	-3.8
C#CC1=CC(C)(C)NC(C)(C)C1	-0.6
CCCC1=NN(S(=O)(=O)c2ccc(C)cc2)C(O)(C(F)(F)F)C1 (stereo unspecified)	0.3
CC(C)COC(=O)Nc1ccc(S(=O)(=O)Nc2c(Cl)cccc2Cl)cc1	0.5
COc1ccc(/C=N\Nc2nnc3c(n2)[nH]c2c(C)cccc23)c(O)c1	2.2
COc1cccc(OCC(=O)Nc2nnc3n2CCS3)c1	-6.9
Cc1ccc(-c2cnnc(NCCN3CCOC3=O)n2)o1	-8.6
O=C(NCc1ccccc1)c1nn2c(c1Br)NC(c1ccccc1)CC2C(F)(F)F (stereo unspecified)	3.5
Cc1cc(C)c(NC(=O)c2cc(CN3CCOCC3)on2)c(C)c1	1.3
Cc1nc(CNC(=O)c2cc3sccc3[nH]2)cc(=O)[nH]1	7.2
Nc1c(C(=O)c2ccc(Cl)cc2Cl)sc2nc(C(F)(F)F)cc(-c3cccs3)c12	-6.6
Cc1c(Cl)ccc(S(=O)(=O)N2CCN=C2c2ccccc2)c1Cl	-3.8
Cc1cc(C(=O)Nc2ccc(F)cc2)c(C)o1	0.3
CC(=O)c1cccc(NC(=O)c2ccc(C(C)(C)C)c(Br)c2)c1	11.6
CCOC(=O)c1cccc(NC(=O)CSc2nnc(COc3cccc(C)c3)n2CC)c1	13.4
CCCNS(=O)(=O)Cc1c(F)cccc1Cl	9.2
COc1ccc(CCNC(=O)C2CCN(c3nc4ccccc4nc3C(F)(F)F)CC2)c(OC)c1	-5.6
COC(=O)c1c(NC(=O)COc2cc(C)ccc2C)sc2c1CCCC2	6.6
Cc1ccc(OCCSc2nc3ccccc3o2)cc1C	1.2
Cc1ccccc1C(=O)Nc1cc(C(=O)NCC(C)C)ccc1Cl	-1.4

Next section.
SMILES	ROC1-CUL1 inh
COc1ccc(-c2cc(-c3ccc(Cl)cc3)c3c(N)c(C(=O)Nc4ccc(C)cc4)sc3n2)cc1	-5.8
Cc1ccc(CNC(=O)C2CCN(S(=O)(=O)c3ccc(F)cc3)CC2)cc1	10.3
CCCNC(=O)c1ccc(-n2nc(C)cc2C)cc1	4.9
C/C(=C\C(=O)NNC(=O)CCC1CCCCC1)C(=O)O	-1.4
COc1ccc(Nc2nnc(-c3cc4cc(Cl)ccc4oc3=O)s2)cc1	3.2
Cc1nnc(N/N=C/c2cc([N+](=O)[O-])cc([N+](=O)[O-])c2O)[nH]c1=O	-7.6
COc1ccc(Cl)cc1NC(=O)Cn1nnc(C(=O)NCc2cccs2)c1N	-13.1
COc1ccc(C(=O)Nc2ccc(N3CCCC3)c(Cl)c2)cc1Br	-3.0
COc1cccc(Nc2ncnc3c2oc2ccccc23)c1	-5.5
O=c1[nH]c2ccccc2c(=O)n1CCSc1nc2ccccc2s1	12.5
CC1=Nc2ccccc2C1=Cc1c(N)n2nc(SCc3ccccc3)sc2nc1=O	23.0
CCOc1cc(C2c3ccc(N)cc3OC(=N)C2C#N)ccc1O (stereo unspecified)	-0.5
O[C@H]1[C@H](N2CCc3sccc3C2)c2ccccc2C12CCNCC2	-0.2
CCOCC(=O)Nc1cccc2cccnc12	-6.7
COc1cccc(CNC(=O)C2CCN(c3nnc(-n4c(C)ccc4C)s3)CC2)c1	-5.4
Cc1ccc(CCNC(=O)c2cc(C)nc3c2c(C)nn3-c2ccc(C)cc2)cc1	0.0
COC(=O)c1cccc(NC(=O)c2nsc3ccccc23)c1	-7.3
CCOC(=O)N1CCN(C(=O)CN(c2ccc(F)cc2)S(=O)(=O)c2ccccc2)CC1	-0.5
O=[N+]([O-])c1cccnc1Sc1ccc(Br)cc1	4.5
CCS(=O)(=O)N1CCC(C(=O)NCc2ccc(OC)cc2)CC1	-2.3

Sorted by heavy-atom count (descending): part of the list above
SMILES	ROC1-CUL1 inh
CCOC(=O)N1CCN(C(=O)CN(c2ccc(F)cc2)S(=O)(=O)c2ccccc2)CC1	-0.5
COc1cccc(CNC(=O)C2CCN(c3nnc(-n4c(C)ccc4C)s3)CC2)c1	-5.4
O[C@H]1[C@H](N2CCc3sccc3C2)c2ccccc2C12CCNCC2	-0.2
COC(=O)c1cccc(NC(=O)c2nsc3ccccc23)c1	-7.3
CCOCC(=O)Nc1cccc2cccnc12	-6.7

The list goes on:
SMILES	ROC1-CUL1 inh
O=C(Nc1ccc2c(c1)OCO2)c1ccc2c(c1)C(=O)N(C1CCCCC1)C2=O	9.6
CCOC(=O)c1ccc(NC(=O)C(CC)Sc2nc3ncccc3o2)cc1 (stereo unspecified)	-2.5
Cc1cc(-c2[nH]nc3c2C(c2c(C)nn(-c4ccccc4)c2Cl)C(C#N)C(=N)O3)c(C)s1 (stereo unspecified)	9.3
CC(C)c1[nH]nc2c1C(c1ccccc1F)C(C#N)C(=N)O2 (stereo unspecified)	5.0

Some of the compounds tested. The share of hits here may be higher or lower than overall.
